cardiac RTF act = cardiac RTF calcium sensitivity activators, primary screen, biochemical, IANBD-TnC fluorescence, EC20 calcium. Troponin I, cardiac muscle (Homo sapiens) + Troponin T, cardiac muscle (Homo sapiens) + …. IANBD-labeled TnC RTF fluorescence at EC20 calcium; 0% EC20 calcium, 100% full calcium. activation, % at 7.2 µM. hit rate 0.24% among 340,000. AID 493008, 2010;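 active means activation above the mean over all tested compounds plus 3 SD, cut at about 30% in these data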;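 further: rise in fluorescence read as greater calcium sensitivity of cardiac thin filaments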
dFosB activator = activators of delta FosB homodimer, primary screen, biochemical, fluorescence polarization, TAMRA-CDK5 oligo, single point; activation, % at 25 µM; purified delta FosB; percent of positive-control signal above neutral wells; hit rate 0.99% among 340,000; Protein FosB (Mus musculus), P13346; AID 493131, 2011;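 active means mean activation above about 17%, with every replicate also reaching it, limit read from the data, passing the limit was not always enough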;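 further: fluorescence polarization rise as delta FosB binds a TAMRA Cdk5 AP-1 oligo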
PvdQ inh = P. aeruginosa PvdQ acylase inhibitors, primary screen, biochemical, fluorescence, plate reader and imaging, single point. PvdQ acylase [Pseudomonas aeruginosa LESB58]. purified PvdQ acylase. inhibition, % at 10 µM. hit rate 0.063% among 340,000. AID 488965, 2010; in the data active means inhibition above about 30%, passing the limit was not always enough;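 further: 0% = vehicle neutral wells and 100% = reference inhibitor wells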
SR-BI HDL uptake = inhibitors of SR-BI mediated HDL lipid uptake, primary screen, ldlA[mSR-BI] cells, fluorescence, single point; Scavenger receptor class B member 1 (Mus musculus), Q61009; ldlA[mSR-BI] CHO cells, DiI-HDL uptake fluorescence, 3 h; hit rate 0.96% among 320,000; inhibition, % at 12.5 µM;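 active means mean replicate inhibition of at least 70% and a set share of replicates each scoring 70 or more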;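 further: 0% = median of neutral control wells and 100% = median of positive control wells; values of inactives mirror those of a sister screen read the other way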
CDK5 p35 inh = inhibitors of human CDK5/p35 kinase, primary screen, biochemical, single concentration. hit rate 0.01% among 330,000. Cyclin-dependent kinase 5 (Homo sapiens) + Cyclin-dependent kinase 5 activator 1 (Homo …. Recombinant CDK5/p35, ADP-Glo luminescence, 60 min. inhibition, % at 10 µM;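 active means highest replicate inhibition of at least 50% and at least 75% of replicates reaching 50%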;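 further: plate controls were DMSO neutral control for no effect and GW8510 at 10 µM for full effect; many of its hits are not listed in these tables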
Target sequence (Q00535 whole entry, looked up): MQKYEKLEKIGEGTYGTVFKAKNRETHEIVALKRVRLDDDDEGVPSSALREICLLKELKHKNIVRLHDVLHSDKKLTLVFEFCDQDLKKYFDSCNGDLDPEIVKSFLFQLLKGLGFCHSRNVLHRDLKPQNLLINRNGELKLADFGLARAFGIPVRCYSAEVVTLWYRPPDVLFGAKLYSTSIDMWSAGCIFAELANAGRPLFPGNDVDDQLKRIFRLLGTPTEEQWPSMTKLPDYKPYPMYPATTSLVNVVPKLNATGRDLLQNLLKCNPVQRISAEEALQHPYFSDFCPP
Target sequence (Q15078 whole entry, looked up): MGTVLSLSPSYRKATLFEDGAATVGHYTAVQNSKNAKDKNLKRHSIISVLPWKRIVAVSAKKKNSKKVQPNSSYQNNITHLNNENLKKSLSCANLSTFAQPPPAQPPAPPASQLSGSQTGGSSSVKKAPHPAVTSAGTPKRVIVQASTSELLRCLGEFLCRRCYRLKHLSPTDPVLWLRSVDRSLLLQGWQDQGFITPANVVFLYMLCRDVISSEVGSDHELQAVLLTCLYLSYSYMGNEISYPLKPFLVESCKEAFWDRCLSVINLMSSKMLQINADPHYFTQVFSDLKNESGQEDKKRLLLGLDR
HTR5A ag ctr = HTR5A agonists in luminescence cell assay, primary screen, counter-screen for OPRM1-OPRD1 heterodimer agonist project, full-deck HTS. activation, % at 9.3 µM. cell-based. AID 504692, 2011. hit rate 0.61% among 340,000; in the data active means activation mostly above about 9.5%, no sharp cut-off; inactive means mostly below about 7.6%;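 further: 0% = cells with vehicle only and 100% = reference agonist; strong numbers were not always called active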
Target sequence (P47898 whole entry, looked up): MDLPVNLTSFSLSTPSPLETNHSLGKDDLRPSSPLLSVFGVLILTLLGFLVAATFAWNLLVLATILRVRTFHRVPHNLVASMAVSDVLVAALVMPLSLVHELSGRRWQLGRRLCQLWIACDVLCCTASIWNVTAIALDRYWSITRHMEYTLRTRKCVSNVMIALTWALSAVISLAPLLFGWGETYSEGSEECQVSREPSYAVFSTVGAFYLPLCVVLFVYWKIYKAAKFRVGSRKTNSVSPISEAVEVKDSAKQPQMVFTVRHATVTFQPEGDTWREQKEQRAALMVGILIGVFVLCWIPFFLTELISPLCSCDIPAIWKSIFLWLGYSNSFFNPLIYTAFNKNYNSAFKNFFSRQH
Wnt act = Wnt/beta-catenin pathway activators, primary screen, cell-based, plate reader, single point. Wnt/beta-catenin reporter cell assay, activator. activation, % at 9.35 µM. hit rate 1.2% among 300,000; in the data active means activation above about 30%, passing the limit was not always enough;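 further: 0% = neutral control wells and 100% = positive control wells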
MITF act = activators of MITF-driven TRPM1 promoter reporter, primary screen, cell-based, SK-MEL-5, luciferase, single point. AID 588334, 2011. activation, % at 12.5 µM. SK-MEL-5 TRPM1-promoter luciferase, 24 h; % of positive control, neutral wells = 0. hit rate 0.75% among 300,000;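 active means mean activation of at least 80% with every replicate also reaching 80%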;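 further: 0% = neutral control wells and 100% = parthenolide positive control wells; values of inactives mirror those of a sister screen read the other way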
SR-BI DiI-HDL act = activators of SR-BI mediated DiI-HDL uptake, primary screen, ldlA[mSR-BI] CHO cells, DiI fluorescence. hit rate 0.096% among 320,000. 3 h; 100 = double the neutral-control signal. activation, % at 12.5 µM;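 active means mean replicate activation of at least 60% and every replicate at or above 60%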;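 further: 0% = median plate neutral-control signal and 100% = twice that signal; values of inactives mirror those of a sister screen read the other way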
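Test system: SR-BI-overexpressing, LDLR-lacking CHO cells. Measured by: DiI fluorescence, bottom read. Medium: Ham's F12 with 0.5% BSA, HEPES 25 mM, pH 7.4. Timing: 3 h uptake period with compound, 37 °C.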
Rtt109 HAT inh = inhibitors of C. albicans Rtt109/Vps75 HAT, primary screen, biochemical, ThioGlo CoA-SH fluorescence, plate reader. Histone acetyltransferase RTT109 (Candida albicans (strain SC5314 / ATCC MYA-2876)), …. purified Rtt109/Vps75, 4 h. inhibition, % at 34.9 µM. hit rate 0.16% among 330,000. AID 540336, 2011;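 active means inhibition of at least 50% in every replicate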
* hit, by the source's call; . = no result given.

SMILES	cardiac RTF act	dFosB activator	PvdQ inh	SR-BI HDL uptake	CDK5 p35 inh	HTR5A ag ctr	Wnt act	MITF act	SR-BI DiI-HDL act	Rtt109 HAT inh
COc1cccc(S(=O)(=O)Nc2cccnc2)c1	1	0	-9	-8	0.4	1	.	-1	8	-5
COc1ccc(S(=O)(=O)N2CCC(C(=O)NCc3cccs3)CC2)cc1	3	0	-3	-12	1.6	2	-1	4	12	-13
Cc1ccc(-c2nnn(CC(=O)N(c3cccc(F)c3)C(C(=O)NC3CCCC3)c3ccco3)n2)o1 (stereo unspecified)	-3	1	-10	-11	0.9	2	-6	-4	11	-7
CCN(CC(=O)NCCCN1CCOCC1)S(=O)(=O)c1ccc(F)cc1	-7	3	-3	-16	-1.1	3	1	-8	16	-6
C[C@H](CO)N1C[C@H](C)[C@@H](CN(C)Cc2ccc(C(=O)O)cc2)Oc2c(NS(=O)(=O)c3ccccc3)cccc2C1=O	0	4	-12	2	-0.4	-1	-2	4	-2	-4
FC(F)(F)c1cccc(Sc2cc(C(F)(F)F)nc(-c3ccccn3)n2)c1	3	-11	-8	-5	-2.1	9	5	.	5	-2
Cc1cc(C)c2nc(SC3CCOC3=O)cc(C)c2c1 (stereo unspecified)	-1	-4	-11	7	0.4	2	-1	-1	-7	3
Cn1cnnc1SCC(=O)NCc1cccc(C(F)(F)F)c1	-4	1	-10	-18	-0.7	5	-1	3	18	0
CCOc1ccc(C(=O)Nc2c3c(nn2-c2ccc(F)cc2)CS(=O)C3)cc1 (stereo unspecified)	-5	-5	-15	31	-0.7	1	.	6	-31	.
O=C(NCc1ccccc1)/C(=C\c1ccc([N+](=O)[O-])cc1)NC(=O)c1ccco1	-6	-1	-5	4	-0.2	-6	1	3	-4	0
COc1cc2sc(-c3ccc(S(C)(=O)=O)cc3)c(-c3ccc4c(c3)OCO4)c2cc1OC	-5	8	-6	83*	-0.5	10	-3	-14	-83	10
COc1ccc(NC(NC(=O)c2ccc(OC)cc2)C(Cl)(Cl)Cl)cc1 (stereo unspecified)	-8	-10	-2	-2	0.5	5	.	-2	2	5
Cc1cc(C(=O)OCC(=O)Nc2nccs2)c2ccccc2n1	1	4	-6	12	0.3	4	-2	-11	-12	-12
CCc1nnc(NC(=O)CSc2nc3ccccc3c(=O)n2CCCOC)s1	2	-3	-18	-1	0.5	6	0	-15	1	7
Cc1cccc(Cn2c(=O)oc3ccc(C)cc32)c1	9	-13	-16	-5	-1.1	1	.	5	5	2
CCN1CCCC(CO)(Cc2ccccc2)C1 (stereo unspecified)	5	-2	-5	-21	-1.9	0	-1	4	21	4
COc1ccc2cnn(Cc3ccccc3)c(=O)c2c1OC	7	-1	-16	-7	0.0	2	.	2	7	8
CC(C)NC(=O)C(=O)NCCN1CCN(S(=O)(=O)c2ccc(Cl)cc2)CC1	4	-4	-6	7	1.4	7	.	11	-7	-2
O=C(O)CCC(=O)Nc1ccc(Br)cc1C(=O)c1ccccc1Cl	3	1	-4	-21	-0.5	6	1	-15	21	-1
Cc1ccc(S(=O)(=O)N(Cc2cccc(Cl)c2)C(=O)N2CCN(C)CC2)cc1	-4	3	14	-5	-0.4	1	-1	2	5	-1
Nc1nc(N2CCOCC2)nc2ccccc12	-4	-3	-3	-29	-2.5	5	.	-3	29	-11
Cc1ccc(S(=O)(=O)CC2CSc3nnc(C)c(=O)n32)cc1 (stereo unspecified)	-7	-3	-10	-18	-0.5	12	.	.	18	3
COc1cccc(NC(=O)COc2ccc(Br)c(C)c2)c1	-5	-5	-16	-10	2.4	3	3	.	10	10
Cc1cc(C)n2nc(SCC(=O)Nc3ccc(F)cc3[N+](=O)[O-])nc2n1	1	-2	-17	0	-0.7	5	-3	-12	0	-3
Cn1c(-c2ccccc2)c(C(=O)CCl)c2ccccc21	1	-8	6	-4	0.1	44*	6	-92	4	19

Profiles, looked up by structure. Screens in order: cardiac RTF act	dFosB activator	PvdQ inh	SR-BI HDL uptake	CDK5 p35 inh	HTR5A ag ctr	Wnt act	MITF act	SR-BI DiI-HDL act	Rtt109 HAT inh
Nc1nc(N2CCOCC2)nc2ccccc12 is listed with -4	-3	-3	-29	-2.5	5	.	-3	29	-11
COc1ccc(NC(NC(=O)c2ccc(OC)cc2)C(Cl)(Cl)Cl)cc1 (stereo unspecified) is listed with -8	-10	-2	-2	0.5	5	.	-2	2	5

Next section:
SMILES	cardiac RTF act	dFosB activator	PvdQ inh	SR-BI HDL uptake	CDK5 p35 inh	HTR5A ag ctr	Wnt act	MITF act	SR-BI DiI-HDL act	Rtt109 HAT inh
Cc1ccc(C(C)n2cc(C(=O)NCCN3CCN(C)CC3)nn2)cc1 (stereo unspecified)	5	-1	-6	-44	-0.5	0	.	-3	44	-3
Cc1cccc(NS(=O)(=O)c2ccc3oc(=O)ccc3c2)c1C	-8	2	1	-11	1.8	2	-2	-12	11	-3
O=C(NCc1ccc2c(c1)OCO2)C1CCC(CNS(=O)(=O)c2ccccc2)CC1 (stereo unspecified)	3	-4	-13	10	0.5	-8	.	0	-10	13
COc1ccc(NC(=O)COC(=O)C23CCC(=O)N2c2ccccc2S3)cc1 (stereo unspecified)	-1	-2	2	-11	-2.1	7	.	.	11	.
Cc1c(NC(=O)C(C)Oc2ccc(Br)cc2Cl)c(=O)n(-c2ccccc2)n1C (stereo unspecified)	3	-7	-11	2	1.0	-6	-2	-8	-2	10
CCCCCOc1ccc(CSCCNC(=S)Nc2ccccc2)cc1	-3	-3	-3	.	1.8	-1	2	-2	.	7
COc1ccc(Cl)cc1NC(=O)COC(=O)CCc1cc(OC)c(OC)c(OC)c1	-3	-14	1	.	-1.3	0	11	-8	.	8
Cn1c(Cc2csc(N)n2)nnc1SCC(=O)NC1CCCCC1	0	2	-1	-3	2.2	-1	.	-3	3	-2
O=C(COC(=O)c1cc(=O)[nH]c2ccccc12)NC1CCCCC1	-3	-2	-14	-6	0.8	-1	2	-4	6	7
CC(C)CNC(=S)NNC(=O)c1ccccc1OC(F)F	-1	-3	4	-41	-1.7	-2	.	9	41	-1
O=C(CNc1cccc([N+](=O)[O-])c1)NC(=O)NC1CCCCC1	-3	-5	-9	-9	1.6	-2	-3	5	9	-1
CCN(CC)CCN1C(=O)C(=O)/C(=C(/O)c2c(C)[nH]c(C(=O)OC)c2C)C1c1cccc(OC)c1 (stereo unspecified)	-3	1	6	0	-0.5	2	5	-3	0	7
CCOC(=O)c1c(NC(=O)c2cccs2)sc(C)c1C	12	-4	-6	26	1.9	0	.	2	-26	-6
CCOc1ccc(C/C(O)=C2\C(=O)CC(C)(C)CC2=NCC(=O)O)cc1OCC	.	3	0	-6	-0.4	.	-1	-10	6	-6
CCOc1ccc(N(CC(=O)NC2CCCCC2)C(=O)CNC(=O)c2cccs2)cc1	-5	-3	-1	-16	-0.5	4	-2	10	16	9
O=C(NC(=S)Nc1ccccc1Cl)c1csnn1	7	-2	-4	-1	2.9	-4	-1	8	1	3
CNC(=O)N(O)C1N(/N=C/c2cc(Br)ccc2O)C(=S)SC1(C)C (stereo unspecified)	5	-13	-9	40	-1.2	4	-1	5	-40	-1
O=C(/C=C/c1ccc(Cl)cc1)OCC(=O)c1ccc[nH]1	-3	-12	-7	7	-1.0	-1	3	28	-7	2
COc1cc(C2=NOC(C(=O)Nc3cccnc3)C2)cc(OC)c1OC (stereo unspecified)	1	9	-11	-3	0.2	-5	-4	-10	3	.
COc1ccc(/C=C/C(=O)N(Cc2ccccc2)c2ccccn2)cc1OC	-2	-5	-16	-18	-0.8	-1	.	-7	18	-1
O=S(=O)(NCc1ccccc1)c1ccc2ccccc2c1	4	-7	-8	7	4.1	-2	30	3	-7	3
CC(NC(=O)C(C)(C)C)C(c1cccs1)N1CCOCC1 (stereo unspecified)	-4	5	0	5	0.3	-1	13	2	-5	-14
CC(C)COc1ccc(/C(O)=C2/C(=O)C(=O)N(CCN(C)C)C2c2ccncc2)cc1 (stereo unspecified)	7	0	-9	-9	-0.4	4	.	-8	9	13
C(=N\Nc1nc(N2CCOCC2)nc(N2CCOCC2)n1)/c1cccnc1	3	-2	-5	-4	-0.9	-3	.	3	4	2
O=c1c(Cl)c(N2CCOCC2)cnn1-c1nc2ccccc2[nH]1	3	-1	-2	4	0.7	-5	11	36	-4	-1
The list goes on:
SMILES	cardiac RTF act	dFosB activator	PvdQ inh	SR-BI HDL uptake	CDK5 p35 inh	HTR5A ag ctr	Wnt act	MITF act	SR-BI DiI-HDL act	Rtt109 HAT inh
Cc1cc(C)nc(NCCO)n1	1	-1	-8	1	-0.1	-1	0	-4	-1	-6
COc1ccc(C(=S)N2CCN(c3cccc(Cl)c3)CC2)cc1	10	-6	-27	8	-1.2	0	-1	.	-8	-7
O=C1CC(Cc2ccccc2)C(=O)N1Cc1ccco1 (stereo unspecified)	1	-7	-12	0	0.1	2	.	3	0	1
CS(=O)(=O)c1ccc2nc(NC(=O)CN3C(=O)NC4(CCCC4)C3=O)sc2c1	0	-9	-15	-23	8.1	4	-1	2	23	-1
CC(C)(C)C1CCC(CN2CCC(CN3C(=O)C(=O)NC[C@@H]3Cc3ccccc3)CC2)CC1 (stereo partly specified)	-7	3	-7	15	0.2	-2	11	18	-15	-12
COc1ccc(-n2nc(C(=O)NCC(=O)N3CCN(Cc4ccccc4)CC3)c3ccccc3c2=O)cc1OC	-5	-14	-4	.	0.5	6	-1	-1	.	11
COCc1cc(C)nc(OCC(=O)N/N=C/c2ccc(OC)c(O)c2)c1C#N	-1	-3	-4	0	0.6	0	-34	-2	0	9
O=C(Nc1ccc(S(=O)(=O)Nc2ncccn2)cc1)c1ccc2ncsc2c1	1	-12	-8	.	0.2	0	-1	-4	.	5
Cc1cc(C)n(C(=O)COc2ccc(Cl)cc2Cl)n1	-2	6	-11	-7	-2.0	0	-5	-9	7	13
COc1ccc(-c2noc(N3CCC(C(=O)N(C)c4ccccc4C)CC3)n2)cc1	4	-15	-17	31	-5.9	0	-2	.	-31	-2
NC(=O)c1nn(CC(=O)Nc2cccc(S(=O)(=O)N3CCCCCC3)c2)c(=O)c2ccccc12	-4	10	-13	44	0.1	2	-2	1	-44	2
CCOc1ccccc1C(=O)OCC(=O)Nc1ncc(C(F)(F)F)cc1Cl	0	-1	-2	17	-2.4	-2	1	-6	-17	-2
CCS(=O)(=O)Nc1ccc2c(c1)OCO2	-1	-7	6	-7	-1.2	4	-8	16	7	5
O=C(CCNC(=O)c1ccc([N+](=O)[O-])cc1)NNC(=O)c1ccccc1F	0	-7	-3	-3	-0.8	4	-3	.	3	3
C=CCSc1nnc2c(n1)OC(c1ccccn1)N(C(C)=O)c1ccccc1-2 (stereo unspecified)	1	-3	11	-14	-0.8	-5	.	5	14	8

Screens: PubChem, several laboratories
